Compound activity deposited in PubChem BioAssay by National Center for Advancing Translational Sciences (NCATS).
Glioma ERSR ind – induces the endoplasmic reticulum stress response in human glioma cells; U87-MG GRP78 promoter luciferase reporter, 16 h; AID 602332; 420,000 tested, 0.02% active; Potency, µM, for inactives: at the highest dose activation, usual class: activators; further: potency means the concentration at half of the fitted maximal effect; series mostly up to about 76 µM; % of control where 0% means no effect; nearly all actives have a fitted effect of over 35% in size
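Stably transfected U87-MG glioma cells carrying a GRP78-based luciferase sensor; 16 h compound incubation. Luminescence end-point read 10 min after Bright-Glo addition at room temperature.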
D2 agonist – D2 dopamine receptor (human) agonism; HEK293 T-REx D2 cells, calcium flux agonist mode; AID 485358; activation, % at 2 µM; 340,000 tested, 0.53% active; P14416;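 active means activation over 3 SD above normal in the single-dose calcium agonist read, cut at about 30% in these data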; further: 0% is about no effect
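Agonism scored from kinetic calcium signal (1 read/sec, 180 s) following compound pin transfer, after a 10 s baseline. Cells: HEK293 Trex line expressing inducible D2 receptor coupled to calcium, dye-loaded after overnight culture at 30 C.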
12-LOX inh – inhibitors of human 12S-lipoxygenase ALOX12 | 580,000 tested, 1.1% active | purified 12hLO, xylenol orange hydroperoxide absorbance | Potency, µM (top dose mostly 108 µM), without a hit: at the top dose activity change, negative = inhibition, usual class: inhibitors | AID 1671190 | P18054; further: potency means the concentration at half of the fitted maximal effect; on the % scale 0 is the no-effect control and ±100 the full control effect
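Purified human 12hLO at 150 nM in 25 mM Hepes, 0.01% Triton X-100, pH 7.0, preincubated 15 min at room temperature with compound. Reaction started with 40 uM arachidonic acid, 30 min at room temperature. Hydroperoxide measured by Fe-xylenol orange, 573/405 nm absorbance ratio.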
Vif-APOBEC3F blk – inhibitors of Vif-A3F interaction; HeLa A3F-eYFP + Vif (tagged APOBEC3F with the HIV-1 protein that degrades it), YFP fluorescence increase; Potency, µM (titrated, usually from 46.1 µM), for inactives: at the top dose activity, negative = active; 390,000 tested, 0.2% active; further: potency means the concentration at half of the fitted maximal effect; % of control where 0% means no effect; nearly all actives have a fitted effect of over 65% in size
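Fluorescence increase (Ex 488/Em 500-530) after overnight compound treatment at 37 deg C flags inhibition of Vif-driven A3F-eYFP loss in stable HeLa A3F-eYFP/Vif cells seeded overnight beforehand.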
D2 antagonist – D2 dopamine receptor (human) antagonism; P14416; HEK293 TREx D2 cells, calcium flux, dopamine EC80; inhibition, % at 10 µM; 340,000 tested, 2% active; AID 485344; in the data active means inhibition above about 30%; further: 0% is about no effect
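Calcium mobilization kinetics were recorded at 1 s intervals in tetracycline-induced HEK293 T-REx D2 cells, first for 180 s after compound addition and then 180 s after EC80 dopamine.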
Vif-APOBEC3G blk – inhibitors of Vif-APOBEC3G interaction | Q9HC16 | HeLa A3G-eYFP + Vif (tagged APOBEC3G with the HIV-1 protein that degrades it), YFP fluorescence, overnight | Potency, µM (titrated, usually from 46.1 µM), for inactives: at the top dose activity, negative = active, hits mostly inhibitors | 410,000 tested, 0.076% active | AID 602310;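 further: potency means the concentration at half of the fitted maximal effect; on the % scale 0 is the no-effect control and ±100 the full control effect; nearly all actives have a fitted effect of over 60% in size; hits raise eYFP signal because A3G escapes Vif-driven loss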
Target sequence (Q9HC16 whole entry, looked up): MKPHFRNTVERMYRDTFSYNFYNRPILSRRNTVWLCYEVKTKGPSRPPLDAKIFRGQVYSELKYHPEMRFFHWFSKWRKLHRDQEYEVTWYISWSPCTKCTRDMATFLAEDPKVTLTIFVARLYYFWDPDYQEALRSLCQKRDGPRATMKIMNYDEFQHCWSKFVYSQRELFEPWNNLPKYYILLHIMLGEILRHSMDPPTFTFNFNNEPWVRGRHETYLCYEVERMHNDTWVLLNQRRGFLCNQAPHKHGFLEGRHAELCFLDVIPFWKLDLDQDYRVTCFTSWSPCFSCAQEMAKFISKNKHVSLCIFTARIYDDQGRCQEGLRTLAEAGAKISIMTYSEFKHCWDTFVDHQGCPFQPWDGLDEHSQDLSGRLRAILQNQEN
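Read-out is eYFP fluorescence (Ex 488/Em 500-530) from Vif-expressing HeLa A3G-eYFP cells; more signal means A3G escaped Vif-mediated degradation. Cells plated overnight, compound pinned in, incubated overnight at 37 deg C.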
ERG-DNA inh – ERG Ets/DNA interaction inhibition; P11308; fluorescence polarization, His-ERG Ets domain / labelled DNA; Potency, µM (series often up to 76.9 µM), for inactives: at the highest dose FP activity, negative = inhibition, most hits filed as inhibitors; 370,000 tested, 0.028% active; AID 624246; active means well fitted inhibition curve with a large enough effect in the polarisation, with a control signal flat; inconclusive means small, poorly fitted or top-dose-only effect, or effect the other way, or a change in a side signal; inactive means no such curve, though single readings can be large or run the other way; the % refers to the polarisation;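 further: polarization taken with two DNA probes labelled with fluorescein and Texas red; potency means the concentration at half of the fitted maximal effect; % of control where 0% means no effect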
Target sequence (P11308 whole entry, looked up, the tested form may be a part): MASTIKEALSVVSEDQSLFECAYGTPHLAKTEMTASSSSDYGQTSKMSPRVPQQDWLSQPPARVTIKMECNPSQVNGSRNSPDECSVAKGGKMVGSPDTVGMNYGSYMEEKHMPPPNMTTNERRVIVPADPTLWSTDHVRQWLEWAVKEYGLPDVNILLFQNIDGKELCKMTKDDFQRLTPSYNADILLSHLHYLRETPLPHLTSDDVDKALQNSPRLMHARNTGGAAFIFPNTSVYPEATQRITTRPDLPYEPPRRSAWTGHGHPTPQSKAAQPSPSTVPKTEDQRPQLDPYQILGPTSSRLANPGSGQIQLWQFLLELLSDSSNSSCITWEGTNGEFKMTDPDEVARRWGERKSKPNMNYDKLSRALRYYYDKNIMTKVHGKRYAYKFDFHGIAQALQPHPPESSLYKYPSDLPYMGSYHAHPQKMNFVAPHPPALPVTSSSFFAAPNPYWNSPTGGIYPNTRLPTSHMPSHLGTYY
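His-tagged ERG Ets domain (1 uM in the protein solution; 300mM KCl, 50mM Tris-HCl, 1mM EDTA, 1mM DTT, pH 7.5) received compound, then a probe mix of 5 nM fluorescein-DNA and 100nM Texas-615-DNA. Fluorescence polarization was read for both dyes.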
RGS4 inhibitor – blocks human RGS4-accelerated GTP hydrolysis; Transcreener GDP fluorescence polarization, RGS4-accelerated GTP hydrolysis; Potency, µM (titrated, usually from 114 µM), for the others: top-dose activity change, negative = inhibition, actives largely listed as inhibitors; 390,000 tested, 0.039% active; AID 504845; further: potency means the concentration at half of the fitted maximal effect; on the % scale 0 is the no-effect control and ±100 the full control effect; nearly all actives have a fitted effect of over 75% in size; some results filed as inactive show a strong effect at the top dose
Target sequence (P49798 whole entry, looked up): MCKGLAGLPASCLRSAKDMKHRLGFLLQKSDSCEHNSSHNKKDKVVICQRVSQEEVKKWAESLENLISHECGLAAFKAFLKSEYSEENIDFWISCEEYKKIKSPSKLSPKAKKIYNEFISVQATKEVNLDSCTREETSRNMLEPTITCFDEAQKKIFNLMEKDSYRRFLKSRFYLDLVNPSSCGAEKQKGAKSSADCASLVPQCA
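MLSMR compounds (23 nl, pin-transferred) preincubated 10 min at room temperature with a 500nM (2x) first reagent, then RGS4 at 900nM (2x) plus Transcreener GDP mix added; fluorescence polarization (620/688 nm) read before and after 90 min at 30 °C.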
LDHA block – blocks human lactate dehydrogenase A; purified LDHA, NADH/diaphorase-resazurin fluorescence; stronger effect = lower value; activity change, % (values are at about 110 or 230 µM); P00338; 480,000 tested, 0.15% active; AID 1347041; in the data active means activity change below about -30%; inconclusive means mostly about -25% to -30%;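 further: plate controls were DMSO wells for no effect and wells without enzyme for full effect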
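Human LDH5 (2 nM) was incubated with 0.06 mM NADH and 0.2 mM pyruvate for 5 min at room temperature in Tris pH 7.4. Remaining NADH was coupled through diaphorase/resazurin, and resorufin fluorescence was read at 0 and 20 min.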
Starred values were filed as active, the others as inactive; u = inconclusive; x = not tested or not shown; & = joins results of further samples; [ ] = dose if it differs, or a comment. Unless noted, the call rests on the fitted dose curve; in most records, active means well fitted curve in the direction sought with a large enough effect; inconclusive means small, poorly fitted or top-dose-only effect, or another doubt; inactive means no such curve, though single readings can be large; an effect the other way counts as inactive or inconclusive. These rows are one share of the data; the hit share may differ from the screen's.

SMILES	Glioma ERSR ind	D2 agonist	12-LOX inh	Vif-APOBEC3F blk	D2 antagonist	Vif-APOBEC3G blk	ERG-DNA inh	RGS4 inhibitor	LDHA block
Cc1ccc(/C=N/NC(=O)CNC(=O)COc2ccc(Cl)cc2)o1	0%	-0.5	2%	-1%	-4	-1%	6%	-20%	-1
CCCN(CCC)CCCNC(=O)c1cc2c(=O)oc3ccc(C)cc3c2s1	-2%	-1.1	-24%	u	x	1%	-5%	-10%	-1
O=S(=O)(c1ccc2c(c1)OCCO2)N1CCN(c2ncnc3sccc23)CC1	-4%	x	13%	0%	x	0%	-4%	-12%	-1
O=C(NC1CCSC1=O)c1ccc(Oc2cccc(C(F)(F)F)c2)nc1 (stereo not drawn)	-7%	-0.2	-1%	-1%	-7	1%	7%	-38%[11.4 µM]	0
CCOC(=O)c1ccc(NC(=O)CN2C(=O)CNC2=O)cc1	11%	0.0	-11%	-8%	7	1%	5%	5%	-9
O=c1[nH]c(CN(CCc2ccccc2)S(=O)(=O)c2ccc(Cl)cc2)nc2ccccc12	0%	25	9%	3%	-2	-1%	x	4%	-2
CCN(CC)S(=O)(=O)c1ccc(C(=O)NCC(=O)NC2CC2)cc1	-3%	-0.4	1%	3%	7	1%	5%	26%	-8
COc1ccc(C(=O)N2CCN(c3ccc(F)cc3)CC2)cc1S(=O)(=O)NC1CC1	1%	0.2	429%[activator]	-14%	3	-1%	2%	-21%	0
CCN(CC)S(=O)(=O)c1ccc(OC)c(NC(=O)CC2CCCC2)c1	-2%	0.4	-2%&-14%	-3%	4	3%	-12%	-7%	-7&-7
COc1cc(CC(=O)NCCCc2ccccc2)cc(OC)c1OC	2%	-0.2	5%	4%	-14	0%	3%	-5%	-2
CN(C)CCNC(=O)c1ccccc1-c1cc2ccccc2c(=O)o1	-8%	-1.5	30%	8%	-2	0%	-4%	2%	0
CCOc1ccccc1N1CC(C(=O)NCCC2=CCCCC2)CC1=O (stereo not drawn)	4%	x	-16%	4%	x	1%	5%	-41%	-3
Cc1ccc(CC(=O)N2CCC(c3nc4c(nnn4Cc4ccccc4)c(=O)[nH]3)CC2)cc1	-4%	-0.2	8%[57.4 µM]	1%	-3	1%	12%	13%	-5
O=C(NCc1cccnc1)C1CCN(S(=O)(=O)c2cccnc2)CC1	-4%	-0.8	130%[activator]	-2%	-6	0%	-9%	20%	-9
CC(=O)Nc1cc2c(cc1C(C)=O)OCCO2	-4%	0.8	0%	1%	17	2%	-9%	10%	4
COc1ccc(CCCNC(=O)C2(C)Cc3c(-c4ccc(C(N)=O)cc4)ccnc3O2)cc1 (stereo not drawn)	-2%	x	-24%	x	x	-10%	x	x	-5
N/C(=N\NS(=O)(=O)c1ccccc1Cl)c1ccccn1	-1%	x	0%	5%	x	-5%	-6%	-1%	5
CCCNC(=O)c1c(Cl)cnn1-c1ccc(C)cc1	0%	0.4	-2%	-5%	-5	0%	-7%	25%	-7
NC(=O)CSc1cn(CCNC(=O)c2cccs2)c2ccccc12	0%	-0.9	8%[57.4 µM]	2%	19	2%	-1%	-1%	-1
CCN(CC)C(=O)Cn1c(=O)n(CCc2ccccc2)c(=O)c2ccccc21	-1%	-0.3	-17%	-14%	x	-4%	0%	8%	-7
CC1CCN(CCNC(=O)c2ccc3c(=O)n(Cc4ccc(Cl)cc4)c(=S)[nH]c3c2)CC1	-3%	14	x	-11%	13	6%	6%	-8%	-2
O=C(O)c1cc([N+](=O)[O-])cc2ccccc12	-4%	x	u	-3%	x	0%	9%	-9%	-6
O=C(NCCCN1CCCC1=O)c1ccc(Cl)c(NS(=O)(=O)c2ccc(F)cc2)c1	-5%	0.3	-3%	-4%	4	-1%	0%	-37%	-1
CCOC(=O)c1oc2ccc(S(=O)(=O)n3nc(-c4ccc(Br)cc4)cc3N)cc2c1C	1%	0.1	2%	-3%	x	-13%	-3%	9%	-7
COc1ccc(S(=O)(=O)NCC(c2ccc(N(C)C)cc2)N2CCc3ccccc32)cc1 (stereo not drawn)	-1%	0.6	-44%	-2%	x	4%	-4%	-20%	-9
Clc1ccc(OCCN2CCN(c3ncnc4sccc34)CC2)cc1	-3%	2.9	-6%	-3%	-9	2%	11%	-6%	-6
CCCN1CCN(S(=O)(=O)c2ccc3c(c2)OCCO3)CC1	-3%&-2%	1.1	-7%	-7%	-11	1%&2%	-15%	2%&28%	-2&-3
CN1CCN(Cc2cc(Cl)c3cccnc3c2OC(=O)c2cccs2)CC1	-4%	0.1	7%	u	-12	-1%	-4%	16%	12
Cc1cccc(-c2noc(CCC(=O)NC3CCCCC3)n2)c1	-3%	0.4	11%	1%	-4	7%	5%	-5%	-14
CCC(C(=O)Nc1cc(F)ccc1F)n1nc(C)c2c(C)n(-c3ccc(C)cc3)nc2c1=O (stereo not drawn)	-6%&-1%	0.9&-1.1	-1%&-17%	6%&0%	-22	5%&5%	-3%&-1%	-7%&3%	-3&10
COc1c(C(=O)Nc2ccccc2N2CCOCC2)cc2ccccc2c1Br	-1%	x	0%	-12%	x	0%	6%	-5%	-5
COCCNC(=O)C1(C)CCCN(C(=O)c2ccccc2OC(F)(F)F)C1 (stereo not drawn)	-2%	x	11%	x	x	2%	x	x	-7
O=c1ccc(Cl)cn1Cc1ccccc1F	-8%	x	-16%	-8%	x	-5%	-1%	-1%[56.9 µM]	2
COc1ccc(C)cc1NC(=O)Cn1cnc2sc(C)c(S(=O)(=O)N3CCOCC3)c2c1=O	-5%	x	0%	-14%	x	-3%	-3%	-1%[56.9 µM]	-9
Cn1c(=O)n(C)c2cc(N3CCOCC3)c(NC(=O)c3ccccc3Br)cc21	-2%	1.2	-37%	3%	x	0%	5%	12%	31
CN(C)CCCN1C(=O)c2cccc3c(Br)ccc(c23)C1=O	5%	4.3	-6%	-10%	6	7%	2%	-27%	3
C[C@@H]1CN([C@H](C)CO)C(=O)CCCn2nncc2CO[C@@H]1CN(C)C(=O)c1ccncc1	-2%	x	22%	-16%	x	2%	x	x	-4
O=C(Nc1ccc(F)cc1F)c1ccc(-n2cnc3cccnc32)cc1	-2%	0.8	-4%	7%	x	-2%	7%	9%	-6
O=C(NCCc1cccc(Cl)c1)c1cccs1	-2%	-0.2	0%	-4%	18	-2%	-3%	1%	-4
Cc1ccc2nc(/C(C#N)=C/c3ccc(-c4cccc([N+](=O)[O-])c4)o3)[nH]c2c1	-5%	-1.6	-28%	10µM*	-11	-23%	x	u	-12

Single records, as listed above. Screens in order: Glioma ERSR ind | D2 agonist | 12-LOX inh | Vif-APOBEC3F blk | D2 antagonist | Vif-APOBEC3G blk | ERG-DNA inh | RGS4 inhibitor | LDHA block
Shown for `CCCN(CCC)CCCNC(=O)c1cc2c(=O)oc3ccc(C)cc3c2s1` : -2% | -1.1 | -24% | u | x | 1% | -5% | -10% | -1
Shown for `CCN(CC)S(=O)(=O)c1ccc(C(=O)NCC(=O)NC2CC2)cc1` : -3% | -0.4 | 1% | 3% | 7 | 1% | 5% | 26% | -8
Shown for `C[C@@H]1CN([C@H](C)CO)C(=O)CCCn2nncc2CO[C@@H]1CN(C)C(=O)c1ccncc1` : -2% | x | 22% | -16% | x | 2% | x | x | -4
Shown for `Clc1ccc(OCCN2CCN(c3ncnc4sccc34)CC2)cc1` : -3% | 2.9 | -6% | -3% | -9 | 2% | 11% | -6% | -6
Shown for `CCOC(=O)c1ccc(NC(=O)CN2C(=O)CNC2=O)cc1` : 11% | 0.0 | -11% | -8% | 7 | 1% | 5% | 5% | -9

Later entries
SMILES	Glioma ERSR ind	D2 agonist	12-LOX inh	Vif-APOBEC3F blk	D2 antagonist	Vif-APOBEC3G blk	ERG-DNA inh	RGS4 inhibitor	LDHA block
O=C(CN1CCSCC1)N/N=C/c1ccc(F)c(F)c1	-2%	-1.6	u	-2%	-3	-1%	0%	7%	-14
COCCOC(=O)C1=C(C)NC(=O)NC1c1cccc(F)c1 (stereo not drawn)	-2%	-0.1	16%	3%	4	1%	6%	-10%	-5
CCOC(=O)/C(N=O)=C(\O)C1CCN(C(=O)OCC)CC1	-4%	0.1	u	2%	8	9%	-1%	8%[11.4 µM]	-5
CC(C)(C)C1CCC(C(=O)Nc2cccnc2)CC1 (stereo not drawn)	-2%	0.0	3%	3%	9	-5%	1%	-16%	-4
COc1ccc2sc(-c3ccc(SC)cc3)c(C#CC(C)(C)O)c2c1	-3%	-0.9	u	-14%	6	-2%	-7%	-2%	3
O=C(CN(Cc1ccco1)C(=O)c1cccc(F)c1)Nc1ccccc1C(F)(F)F	0%	x	7%	-24%	x	1%	3%	1%	-2
O=C(c1ccco1)N1CCCC(Nc2ccc3c(c2)OCCO3)C1 (stereo not drawn)	3%	0.1	370%[activator]	6%	-26	0%	-1%	18%	1
Cc1ccc2c(c1)C(O)(CC(=O)c1cccnc1)C(=O)N2 (stereo not drawn)	-3%	-0.3	-5%	-13%	12	-2%	3%	5%	-1
Cc1cc(C(=O)OCC(=O)N2CC(C)OC(C)C2)ccc1[N+](=O)[O-] (stereo not drawn)	4%	2.3	-7%	-8%	-12	-6%	3%	13%	-1
